p53 reactivator: qHTS assay for re-activators of p53 using a Luc reporter. H1299 p53-A138V BP100-luciferase reporter, luminescence, 24 h. Potency, µM (titrated, usually from 92.2 µM), for inactives: top-dose activity change, positive = activation, usual class: activators. 0.063% of 320,000 active; also: % of control where 0% means no effect; nearly all actives have a fitted effect of over 45% in size
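H1299 (p53-null), stable ts p53-A138V + BP100-Luc; 1000 cells/well, Opti-MEM/10% FBS; cpd 4 pt, 1:5; 24 h, 37 deg C, 5% CO2; detection reagent 10 min RT; luminescence.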
MBNL1 CUG block: qHTS Assay for Inhibitors of MBNL1-poly(CUG) RNA binding. Potency, µM (titrated, usually from 57.5 µM), inactives show top-dose activity change, negative = inhibition, most hits filed as inhibitors. 0.036% of 280,000 active. TR-FRET MBNL1-His/biotin-(CUG)12 binding, 665/545 ratio. Muscleblind-like protein 1 (Homo sapiens), Q9NR56; active = well fitted inhibition curve with a large enough effect in the signal ratio, with a control signal flat, not every such curve was filed as active; inconclusive = small, poorly fitted or top-dose-only effect, or effect the other way, or a change in a side signal; inactive = no such curve, though single readings can be large or run the other way; the % refers to the signal ratio; also: % is scaled to controls: 0 for no effect and ±100 for the full control effect
Target sequence (Q9NR56 whole entry, looked up): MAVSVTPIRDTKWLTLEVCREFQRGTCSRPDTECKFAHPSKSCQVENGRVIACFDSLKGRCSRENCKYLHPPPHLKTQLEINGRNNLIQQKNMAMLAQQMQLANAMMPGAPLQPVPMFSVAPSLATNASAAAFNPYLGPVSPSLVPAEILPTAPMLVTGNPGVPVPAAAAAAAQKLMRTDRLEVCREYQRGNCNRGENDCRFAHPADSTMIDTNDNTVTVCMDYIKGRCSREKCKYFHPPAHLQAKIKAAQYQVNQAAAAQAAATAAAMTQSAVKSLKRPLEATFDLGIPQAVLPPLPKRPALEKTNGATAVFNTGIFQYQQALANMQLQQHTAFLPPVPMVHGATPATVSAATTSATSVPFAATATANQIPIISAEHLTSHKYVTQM
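Compounds (final 92 nM to 58 uM) are added to His-tagged MBNL1 and biotin-(CUG)12, then terbium anti-His antibody and streptavidin-XL665 (5 nM final). After 60 min at room temperature, the 665/545 nm ratio is read.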
BRCA1 expr up: qHTS Assay to Identify Small Molecule Activators of BRCA1 Expression. MCF7-BRCA1-FFLuc reporter, luminescence, 48 h; response scale: scaled: vehicle 0%, 10 µM genistein 100%. Potency, µM (highest dose often 46.1 µM), inactives show at the highest dose activation, hits mostly activators. 1.1% of 380,000 active; also: nearly all actives have a fitted effect of over 80% in size; some results filed as inactive show a strong effect at the top dose
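First, MCF7-BRCA1-FFLuc cells (2000/well) attach for 2 h; next, compounds are pin-added and incubated 48 h at 37 °C; finally, luciferase reagent is added and luminescence read after 15 min.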
RORgamma inh: qHTS for inhibitors of ROR gamma transcriptional activity. Drosophila S2 Gal4-RORgamma UAS-luciferase reporter, 20 h. Potency, µM (series often up to 53.6 µM), without a hit: at the top dose activity change, negative = inhibition, most hits filed as inhibitors. 5.4% of 310,000 active. AID 2551, 2010; also: % is scaled to controls: 0 for no effect and ±100 for the full control effect; nearly all actives have a fitted effect of over 60% in size
Target sequence (P51450 whole entry, looked up, the tested form may be a part): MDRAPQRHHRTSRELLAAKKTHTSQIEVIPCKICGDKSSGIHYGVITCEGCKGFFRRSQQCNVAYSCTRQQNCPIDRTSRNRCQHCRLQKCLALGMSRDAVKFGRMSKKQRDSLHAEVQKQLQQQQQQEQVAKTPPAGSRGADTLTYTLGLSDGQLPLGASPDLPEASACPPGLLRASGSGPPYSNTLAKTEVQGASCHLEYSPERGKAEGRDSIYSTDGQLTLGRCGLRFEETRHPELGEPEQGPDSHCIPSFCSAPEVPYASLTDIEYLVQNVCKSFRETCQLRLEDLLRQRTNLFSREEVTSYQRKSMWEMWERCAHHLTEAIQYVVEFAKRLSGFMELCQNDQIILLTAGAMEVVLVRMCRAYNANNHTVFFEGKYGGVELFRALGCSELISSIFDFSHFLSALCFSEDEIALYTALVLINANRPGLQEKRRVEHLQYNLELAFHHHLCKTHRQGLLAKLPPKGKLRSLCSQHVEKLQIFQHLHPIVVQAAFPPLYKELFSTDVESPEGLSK
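Stable Schneider cell line, Gal4 DNA-binding domain fused to ROR gamma, UAS-luciferase. Cmpd 1 hr RT → CuSO4 700 uM final → 20 hr RT → luciferase reagent 10 min → luminescence.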
VP16 counter: VP16 counterscreen qHTS for inhibitors of ROR gamma transcriptional activity. Drosophila S2 Gal4-VP16 UAS-luciferase, luminescence, 20 h. Potency, µM (doses to about 53.6 µM), inactives show at the highest dose activity, negative = inhibition, hits mostly inhibitors. 3.5% of 310,000 active. AID 2546, 2010;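 also: Gal4-VP16 expression switched on by copper sulfate through the metallothionein promoter; % is scaled to controls: 0 for no effect and ±100 for the full control effect; nearly all actives have a fitted effect of over 50% in size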
ELG1 genotoxic: qHTS screen for small molecules that induce genotoxicity in human embryonic kidney (HEK293T) cells expressing luciferase-tagged ELG1 | HEK293T ELG1-luciferase reporter, luminescence, 16 h | 1.3% of 330,000 active | AID 504466, 2011 | Potency, µM (titrated, usually from 46 µM), inactives show top-dose activity change, positive = activation, actives largely listed as activators; also: % of control where 0% means no effect; nearly all actives have a fitted effect of over 60% in size
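Cells (2,000/well) expressing the ELG1-luciferase fusion are dosed by pin tool and kept 16 hr at 37 °C, 5% CO2. Signal comes from ONE-Glo luciferase reagent after 30 min at room temperature.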
uPA surface inh: qHTS for Inhibitors of Cell Surface uPA Generation; cell surface uPA generation assay, qHTS; 0.31% of 330,000 active; Potency, µM (series often up to 38.3 µM), without a hit: at the highest dose activity change, negative = inhibition, actives largely listed as inhibitors; active = well fitted inhibition curve with a large enough effect; inconclusive = small, poorly fitted or top-dose-only effect; inactive = no such curve, though single readings can be large or run the other way; tested in mouse RAW 264.7 cells; also: % is scaled to controls: 0 for no effect and ±100 for the full control effect; nearly all actives have a fitted effect of over 55% in size
Rab9 prom act: qHTS Assay for Rab9 Promoter Activators; Potency, µM (highest dose often 9.22 µM), for the others: top-dose activation, negative = inhibition, hits mostly activators; Huh7 Rab9 promoter-luciferase reporter, luminescence, 24 h; 2.8% of 320,000 active; also: % of control where 0% means no effect; nearly all actives have a fitted effect of over 60% in size
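Huh7 reporter line, Rab9 promoter upstream of luciferase. Compound exposure 24 h at 37 °C in reduced-serum medium with 10% FBS. Read-out: luminescence.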
FLuc modulator: qHTS profiling assay for firefly luciferase inhibitor/activator using purifed enzyme and Km concentrations of substrates (counterscreen for miR-21 project) | Potency, µM (top dose mostly 57.5 µM), inactives show at the highest dose activity change, negative = inhibition, usual class: inhibitors | 6.9% of 360,000 active | purified FLuc, Km substrates, luminescence inhibition | Luciferin 4-monooxygenase (Photinus pyralis), P08659;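 also: plate controls were vehicle for no effect and reference inhibitor for full effect; nearly all actives have a fitted effect of over 55% in size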
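Purified P. pyralis luciferase (10nM final) with 10uM D-luciferin and 10uM ATP (Km levels) in 50mM Tris acetate pH 7.5, 10mM Mg acetate, 0.01% Tween-20, 0.05% BSA; qHTS 6-point titration, ~60 µM downward; luminescence read.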
NPC1 prom act: qHTS Assay for NPC1 Promoter Activators; 2.4% of 320,000 active; AID 485313, 2010; Huh7 NPC1 promoter luciferase reporter, 24 h; Potency, µM (highest dose often 9.22 µM), without a hit: top-dose activation, actives largely listed as activators;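 also: % of control where 0% means no effect; nearly all actives have a fitted effect of over 60% in size; reporter is driven by a mutant NPC1 promoter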
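Stably transfected Huh7 (NPC1 promoter→luciferase), 1500 cells/well in Opti-MEM + 10% FBS, 2 h settle, then compound 24 h at 37 °C. Luminescence after 10 min with Amplite reagent.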
Starred values were filed as active, the others as inactive; ? = inconclusive; . = not tested or not shown; & = joins results of further samples; [ ] = another dose, or the depositor's remark. Unless noted, calls follow the shape of the dose curve; as a rule, active = well fitted curve in the direction sought with a large enough effect; inconclusive = small, poorly fitted or top-dose-only effect, or another doubt; inactive = no such curve, though single readings can be large; an effect the other way counts as inactive or inconclusive. Potency is read from the fitted curve at half-maximal effect.

SMILES	p53 reactivator	MBNL1 CUG block	BRCA1 expr up	RORgamma inh	VP16 counter	ELG1 genotoxic	uPA surface inh	Rab9 prom act	FLuc modulator	NPC1 prom act
O=C(O)CC/C(=N/NC(=O)CNC(=O)C(c1ccccc1)c1ccccc1)c1ccccc1	-2%	14%	-14%	1%	1%	0%	-1%	1%	4%	-1%
COc1ccccc1NC(=S)NCC1CCCCC1	4%	1%	-48%	4.5µM*	13µM*	-3%	10%	3%	-3%	0%
Cc1ccc(C)c(S(=O)(=O)N2CCN(C(=O)c3ccc(-n4cncn4)c([N+](=O)[O-])c3)CC2)c1	13%	.	-31%	.	.	-1%	-16%	-5%	2%	-2%
CCOc1cc(/C=C/c2cccc[n+]2C)ccc1O	4%	?	-3%	2%	3%	-2%	6%	-2%	-2%	-8%
COc1ccccc1NC(=S)N1CCN(c2ccccc2F)CC1	15%	-3%	-1%	?	?	0%	6%	2%	2%	-2%
O=C(NCC1CCCO1)C1CCCN(S(=O)(=O)c2ccc(F)cc2)C1 (stereo not given)	2%	10%	4%	10%	-8%	-5%	-3%	5%	3%	0%
CCOC(=O)c1c(S(=O)(=O)N2CCN(c3ccc(F)cc3)CC2)c(C)n(C)c1C	-4%	-4%	-15%	24%	9%	4%	-2%	-5%	1%	0%
Cc1cc(C)cc(NC(=S)Nc2cccc3ccccc23)c1	18%	-1%	-11%	22%	22%	?	-18%	2.5µM*	21µM*	2.5µM*
CCC(C)(C)NC(=O)C(c1cccn1C)N(Cc1ccc(OC)cc1)C(=O)Cn1nnc2ccccc21 (stereo not given)	-38%[inhibitor]	-6%	-58%	-18%	?	6%	1%	-2%	1%	0%
CC(=O)c1cccc(NC(=O)c2c(F)c(F)c(F)c(F)c2F)c1	7%	-9%	-43%	-22%	?	-10%	-7%	-3%	1%	-1%
O=S(=O)(c1cccc(C(F)(F)F)c1)N1CCN(C(=S)NCc2ccco2)CC1	-11%	.	-30%	41%	-1%	3%	0%	-1%	6%	1%
COc1ccc(S(=O)(=O)NCC(=O)N(CC(=O)NC(C)(C)C)Cc2cccs2)cc1	0%	-5%	-5%	4%	2%	0%	-2%	-11%	1%	-3%
CCOc1ccc(CN(C)CC(=O)c2c(N)n(Cc3ccccc3)c(=O)n(CC)c2=O)cc1OC	.	-1%	-16%	11%	1%	.	1%	.	3%	.
Cn1c(NC(=O)c2ccc(S(=O)(=O)N3CCCCC3)cc2)cc(=O)n(C)c1=O	-12%	-6%	-4%	-2%	-13%	-1%	-1%	1%	-1%	1%
O=C(Cc1ccc(Cl)cc1)Nc1ccc(Br)cc1	2%	-2%	?	1%	-10%	2%	2%	1%	1%	1%
Cc1ccc(S(=O)(=O)NCC(=O)N2CCN(c3ccccn3)CC2)cc1	2%	6%	13%	1%	?	1%	.	-1%	0%	1%
O=c1c(Cc2c(F)cccc2Cl)c(O)ccn1C1CCCCCC1	12%	-7%	-8%	11%	2%	0%	-2%	7%	6%	-3%
CCOc1ccc(C(C(=O)NCC2CCCO2)N(C(=O)c2snc(C(N)=O)c2N)c2ccc3c(c2)OCCO3)cc1 (stereo not given)	-2%	?	-25%	?	-3%	-11%	-5%	-9%	4%	-3%
COC(=O)c1ccc(C(=O)OC)c(NC2=NS(=O)(=O)c3ccccc32)c1	3%	-1%	-3%	-9%	-2%	1%	-4%	1%	4%	-1%
N#CCN=C(c1ccccc1)c1ccccc1	3%	.	3%	.	.	4%	-2%	-2%	-4%	-5%
Cc1ccc(O)c(N/C=C/C(=O)c2ccc(F)cc2)c1	.	18%	6.3µM*	?	-23%	21µM*	-16%	-3%	2.4µM*	1%
O=C(O)c1cccc(S(=O)(=O)N2CCN(C(c3ccccc3)c3ccccc3)CC2)c1	0%	2%	-13%	-7%	-3%	2%	4%	12%	-3%	-3%
O=C(O)c1cccc2c1C(=O)N(Cc1ccccc1)C2	5%	-3%	0%	1%	6%	-5%	-2%	0%	1%	0%
COc1ccc(CCNC(=O)COc2nncc3ccccc23)cc1	2%	4%	-8%	-1%	-2%	3%	0%	0%	-3%	-5%
CC1=C/C(=N\NC(=S)NCc2ccccc2)CC1	-1%	-2%	30%	0.56µM*	3.2µM*	-1%	0%	13%	-7%	2%

Continuation:
SMILES	p53 reactivator	MBNL1 CUG block	BRCA1 expr up	RORgamma inh	VP16 counter	ELG1 genotoxic	uPA surface inh	Rab9 prom act	FLuc modulator	NPC1 prom act
CCN(CC)C(=S)Nc1c(C)n(C)n(-c2ccccc2)c1=O	2%	-6%	14%	1%	-2%	-7%	0%	2%	3%	-1%
CCc1nnc(NC(=O)CCC(=O)NCc2ccc(C)cc2)s1	2%	-3%	1%	-4%	-15%	1%	2%	7%	3%	-1%
S=c1[nH]c2ccc(Cl)cc2[nH]1	2%	-4%	-4%	-3%	7%	-1%	8%	-4%	2%	-2%
CCN(CC)C(=O)CSc1ncnc2c(-c3ccc(OC)cc3)nsc12	1%	2%	.	1%	1%	5%	.	?	-13%	12%
O=C(/C=C/c1ccc(-c2ccccc2[N+](=O)[O-])o1)c1ccccc1	25%	?	-34%	26%	0%	13%	-15%	3%	24µM*	16%
CC(=O)NCCC(=O)Nc1cc(S(=O)(=O)N2CCOCC2)ccc1N1CCOCC1	-2%	3%	-8%	33%	-2%	-1%	-1%	-2%	0%	-7%
COc1ccc(CCNC(=O)c2c(N)no[n+]2[O-])cc1OC	3%	9%	2%	12%	-10%	2%	-5%	18%	-6%	3%
CCN1C(=O)CC(C(=O)NCCc2ccc(S(N)(=O)=O)cc2)SC1=Nc1ccc(OC)cc1 (stereo not given)	-1%	-9%	-18%	12%	-3%	-10%	0%	1%	0%	2%
CC(C)C(NC(=O)c1ccco1)C(=O)OCC(=O)N1CC(=O)Nc2ccccc21 (stereo not given)	1%	.	-13%	.	.	1%	2%	0%	2%	2%
Cc1onc(-c2ccccc2)c1NC(=O)Nc1ccc(OC(F)F)cc1	12%	-18%	-16%	22%	2%	-3%	-5%	1%	-1%	-5%
CCC(C)Nc1nc(N)c([N+](=O)[O-])c(Nc2ccccc2OC)n1 (stereo not given)	-7%	.	-12%	8%	-16%	3%	-3%	-1%	3%	-3%
Oc1ccccc1C1=NN(c2ccccc2)C(c2ccc(F)cc2)C1 (stereo not given)	6%	-2%	-30%	4%	7%	-5%	-4%	2%	-4%	1%
Cc1csc(/C(C#N)=N/O)n1	-6%	7%	-1%	20%	?	1%	4%	-1%	-5%	7%
CC(=O)Nc1ccc(Nc2cc(C(C)C)nc3c(-c4ccccc4)c(C)nn23)cc1	-11%	-7%	-89%[inhibitor]	?	?	-10%	?	-13%	1%	-8%
CCOC(=O)CC1C(=O)NCCN1C(=O)c1cccc(OC)c1 (stereo not given)	-4%	4%	4%	10%	5%	0%	-9%	-6%	-1%	2%
CCCCN(C(=O)NC(=O)Nc1cc(C)ccc1C)S(C)(=O)=O	2%	-27%	1%	3%	-7%	2%	10%	-5%	2%	0%
Brc1cccc(CNCCCN2CCOCC2)c1	-4%	-4%	5%	0%	-7%	-1%	-8%	-3%	1%	-4%
CCCCCCCCCCCCOC(=O)C[N+](C)(C)C	-1%	-4%	11%	?	0%	-3%	1%	-3%	-6%	-1%
Cc1ccc(C(=O)Nc2ccccc2N2CCCCC2)cc1[N+](=O)[O-]	6%	-4%	-54%	-9%	21%	-9%	-24%	0%	7%	0%
CCCNC(=O)C(Cc1ccccc1)NC(=O)c1ccccn1 (stereo not given)	-4%	.	-6%	.	.	4%	13%	-1%	4%	2%
COc1ccc(C(=O)C2CCCN(C(=O)c3cc4nc(C)cc(C)n4n3)C2)cc1F (stereo not given)	-1%	-8%	0%	1%	-5%	5%	-4%	1%	1%	-1%
CC1CCN(CC(O)COc2ccc(C(=O)c3ccccc3)cc2)CC1 (stereo not given)	17%	-9%	-8%	-4%	-1%	-6%	-7%	-2%	0%	0%
Cc1cc(C)c(C(=O)CSc2nnc(-c3ccccc3Br)o2)cc1C	15%	-1%	3%	14%	-2%	?	6%	0%	5%	-2%
Cc1cc(NS(=O)(=O)c2ccc(NC(=O)/C=C/c3ccccc3)cc2)nc(C)n1	-3%	.	3%	.	.	1%	-3%	.	.	.
COCCCNC(=O)Cn1cnc(C(=O)Nc2ccc(C)c(C)c2)n1	28%	.	43%	.	.	17%	-28%	.	.	.
CCc1nn(CC(=O)NCCCN(CC)CC)c(=O)c2cc3sc(C)cc3n12	0%	9%	-9%	3%	-8%	0%	0%	10%	1%&-3%	0%
O=[N+]([O-])c1ccc(O)c(/C=N/NC2=NS(=O)(=O)c3ccccc32)c1	6%	?	4%	1.3µM*	1.3µM*	-4%	4%	12%	8.5µM*	4%
CCC(=NNC(=O)c1cccc(S(=O)(=O)N2CCOCC2)c1)c1ccccc1	2%	.	14%	.	.	2%	-5%	.	.	.
COc1ccc(C(=O)NCC(c2ccco2)N(C)C)cc1S(=O)(=O)NCc1ccc(Cl)cc1 (stereo not given)	6%	.	-29%	.	.	-2%	0%	-4%	5%	-3%

Rows were taken by chance; any-hit rate near 13%.
